High-throughput results: PubChem, several laboratories
NR2E3 ag-1: agonists of human nuclear receptor NR2E3. inhibition of corepressor binding, % at 4.78 µM. Q9Y5X4. actives 0.12% (n = 320,000). GST-NR2E3/biotin-RetCOR TR-FRET, 1536-well. AID 2300;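 active means percent inhibition above the cutoff of mean plus 3 SD of all tested compounds, set per screening campaign, cut at about 20% in these data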;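 further: 0% = DMSO wells and 100% = biotin wells as full block of FRET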
Target sequence (Q9Y5X4 whole entry, looked up): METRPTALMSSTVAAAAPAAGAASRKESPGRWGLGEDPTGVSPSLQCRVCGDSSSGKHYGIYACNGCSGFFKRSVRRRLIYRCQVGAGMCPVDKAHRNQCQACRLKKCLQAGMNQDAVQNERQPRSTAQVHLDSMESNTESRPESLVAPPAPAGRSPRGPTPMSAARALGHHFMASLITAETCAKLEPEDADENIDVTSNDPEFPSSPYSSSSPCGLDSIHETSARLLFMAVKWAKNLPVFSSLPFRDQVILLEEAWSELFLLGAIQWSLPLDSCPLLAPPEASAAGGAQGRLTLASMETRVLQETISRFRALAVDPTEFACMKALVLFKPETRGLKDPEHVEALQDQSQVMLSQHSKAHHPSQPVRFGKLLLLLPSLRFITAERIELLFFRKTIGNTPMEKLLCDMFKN
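Material: NR2E3–RetCOR corepressor complex | Quantity: 1.35 nM GST-tagged NR2E3 final | Schedule: 5 h at 4 °C | Replication: Singlicate compound wells | Reagent: RetCOR corepressor, biotinylated, 7 nM | Controls: Biotin wells as high control, 0.6% DMSO wells as low control | Signal: TR-FRET, Eu(K)-anti-GST donor, streptavidin-D2 acceptor, ex 340, em 617/671 nm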
NR2E3 ag-2: activates human NR2E3 receptor; Q9Y5X4; CHO-S Gal4-NCOR/VP16-NR2E3 two-hybrid, luciferase; inhibition of corepressor binding, % at 3.98 µM; actives 0.35% (n = 360,000); AID 602229;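 active means inhibition above the mean of all tested compounds plus 3 SD, cut at about 70% in these data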;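 further: 0% = DMSO with NR2E3 transfected cells and 100% = cells lacking NR2E3 construct; higher means lower luciferase signal from less NR2E3 corepressor binding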
Granule exo inh: blocks lytic granule exocytosis | TALL-104 LAMP-1 surface exposure, flow cytometry; cells stimulated with thapsigargin and PMA | inhibition, % at 10 µM | actives 0.66% (n = 360,000);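 active means inhibition above about 55%, limit read from the data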
CaV13 FRET inh: Primary screen for inhibitors of IQ motif and Ca2+-dependent inactivation inhibitor domain binding in CACNA1D, Förster resonance energy transfer in living cells, …; HEK cells, CFP/YFP FRET ICDI-IQ, plate reader, 10 min; percent FRET-ratio fall versus neutral wells; inhibition, % at 12.3 µM; actives 0.098% (n = 340,000);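 active means mean replicate inhibition of at least 30% and at least 1% of replicates passing that level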;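 further: 0% = median of the neutral control wells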
MITF TRPM1 inh: MITF TRPM1 promoter inhibition in SK-MEL-5 cells; inhibition, % at 12.5 µM; actives 0.83% (n = 330,000); AID 488899; SK-MEL-5 TRPM1 promoter luciferase, 24 h;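 active means mean inhibition across replicates of 60% or more, whatever share of single replicates reaches that level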; further: values of inactives mirror those of a sister screen read the other way
iPSC survival up: enhancers of human iPSC single-cell survival. actives 0.044% (n = 360,000). hiPSC single-cell survival, ATPlite luminescence; 100% = ROCK inhibitor wells, 0% = DMSO. survival enhancement, % at 20 µM; in the data active means survival enhancement above about 18%;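 further: cells exposed to compounds for 16 hours before the ATP read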
Peg3 prom inh: inhibitors of Peg3 promoter; HeLa PEG-Prom luciferase reporter, luminescence, overnight; inhibition, % at 20 µM; actives 1.7% (n = 360,000);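 active means inhibition of at least 50% at 20 µM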
Vif inh: HIV Vif inhibition | HEK293T cells, Vif self-association by quenched fluorescence, imaging, 24 h | AID 602346 | inhibition, % at 7.49 µM | actives 0.35% (n = 340,000); in the data active means inhibition above about 50%, passing the limit was not always enough; further: some results filed as inactive read as strong as hits
aDG glyco act: increases alpha dystroglycan glycosylation; Pro5-aDG cells, alpha-DG glycosylation AlphaScreen (IIH6); 0% Pro5, 100% B10-LARGE cell signal; activation, % at 10 µM; actives 0.22% (n = 360,000); AID 624168;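 active means activation of at least 8% versus controls, or a plate z-score of at least 8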;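 further: Pro5 are CHO cells carrying HIG-tagged alpha-DG that lacks glycosylation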
PDI turbidity: inhibitors of human protein disulfide isomerase; P07237; PDI insulin aggregation turbidity, A650, 90 min; inhibition, % at 10 µM; actives 0.052% (n = 350,000); AID 588391;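 active means mean inhibition across replicates of 30% or more, whatever share of single replicates reach that level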;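 further: absorbance from insulin aggregation driven by PDI reduction with DTT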
Target sequence (P07237 whole entry, looked up): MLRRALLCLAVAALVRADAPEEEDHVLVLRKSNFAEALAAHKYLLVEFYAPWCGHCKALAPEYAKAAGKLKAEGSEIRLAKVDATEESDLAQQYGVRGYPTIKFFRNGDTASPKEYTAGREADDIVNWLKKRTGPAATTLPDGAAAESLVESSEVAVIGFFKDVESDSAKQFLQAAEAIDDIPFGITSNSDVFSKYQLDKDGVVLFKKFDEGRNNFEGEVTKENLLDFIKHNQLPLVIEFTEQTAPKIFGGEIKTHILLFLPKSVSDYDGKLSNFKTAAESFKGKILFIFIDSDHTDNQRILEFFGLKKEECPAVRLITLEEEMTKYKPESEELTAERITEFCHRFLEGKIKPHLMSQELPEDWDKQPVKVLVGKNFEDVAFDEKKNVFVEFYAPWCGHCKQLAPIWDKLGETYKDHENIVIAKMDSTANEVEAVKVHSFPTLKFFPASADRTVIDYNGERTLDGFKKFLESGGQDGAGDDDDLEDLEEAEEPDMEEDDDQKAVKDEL
HIF-2a block: blocks HIF-2a reporter activity; 786-0 RCC cells HIF-2a reporter, luciferase luminescence, overnight; inhibition, % at 18.8 µM; actives 0.72% (n = 360,000); AID 624352;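 active means inhibition of the luminescence signal of 40% or more relative to plate controls, in a single-dose primary screen at 18.75 µM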
Active calls of the source: *; . = not tested or not shown.

SMILES	NR2E3 ag-1	NR2E3 ag-2	Granule exo inh	CaV13 FRET inh	MITF TRPM1 inh	iPSC survival up	Peg3 prom inh	Vif inh	aDG glyco act	PDI turbidity	HIF-2a block
CC(C)CN(C(=O)COc1ccc([N+](=O)[O-])cc1)c1c(N)n(CC(C)C)c(=O)[nH]c1=O	4	12	0	-6	-1	2.8	8	21	0.4	-3	-3
O=C(N=c1ccn(-c2nc3ccccc3nc2NS(=O)(=O)c2ccccc2)cc1)c1cccs1	4	-5	3	-5	3	0.5	7	-6	0.0	-5	10
Cc1ccc(C(=O)O/N=C2\CCSc3ccc(C)cc32)cc1	1	-16	1	-6	-7	-1.9	-127	7	0.0	0	-49
CCCCn1c(N)c(N(CCOC)C(=O)CN2C(=O)c3ccccc3C2=O)c(=O)[nH]c1=O	1	-18	0	-3	8	-0.4	-2	5	-0.1	-8	10
CCCc1cc(C(=O)Nc2ccc(OC)cc2[N+](=O)[O-])cs1	.	-21	-1	-6	-50	-0.3	-174	0	-0.5	6	-170
COc1ccc(CNC(=O)CN(C)S(=O)(=O)c2ccc3c(c2)OCCO3)cc1OC	-1	18	-4	-6	2	-0.3	6	-3	0.4	17	11
COC(=O)c1sc(NC(=O)CSc2nc3cccnc3n2C)nc1C	-4	-11	-2	-7	-8	-0.3	4	7	0.3	4	12
CNc1nc2ccccc2n1/N=C/c1cccc(OC)c1OC	-2	-28	0	-6	-18	0.8	-35	2	0.6	0	-47
O=C(Cn1nnc(-c2ccccc2)n1)NC(=O)NC1CCCC1	-1	-15	0	-5	-18	1.0	1	10	0.0	2	4
C=CCCC(=O)N1CCC(Oc2cccc(C(=O)NCc3ccccn3)c2)CC1	3	9	-9	-7	6	-0.5	18	.	0.1	-3	-1
COc1ccc(NC(=O)CN(C)C(=O)Cc2ccc3c(c2)CCC3)cc1	1	14	-1	-11	10	-0.4	-11	3	1.8	-3	8
CC(C)Oc1cc2ccccc2cc1CNC[C@H]1O[C@@H](n2cnc3c(N)ncnc32)[C@H](O)[C@@H]1O	.	-26	-1	-6	0	1.3	7	-4	-0.1	-8	8
O=C1CN(C(=O)c2ccco2)c2ccccc2N1	2	14	-5	-4	18	-1.7	5	-7	-0.4	-6	13
C=CCOc1ccccc1/C=N/NC(=O)Cc1ccccc1	0	-33	-9	-4	4	-0.5	18	-1	0.0	-1	-4
N#CCCN(C(=O)COC(=O)/C=C/c1cccs1)c1ccccc1	.	-47	-2	-6	8	-1.9	15	5	-0.1	1	9
N#CCC(=O)N/N=C\c1cc(Br)ccc1OC/C=C/c1ccccc1	.	-119	1	-4	-96	-0.5	-312	12	-0.1	8	-273
C[C@H](O)[C@@H]1CN2CCc3c([nH]c4ccccc34)[C@@H]2C[C@@H]1N(C)C(=S)NCCc1ccccc1	.	3	-1	-7	.	-0.5	17	4	-0.1	.	1
O=C(c1ccc(Nc2cccc(C(F)(F)F)c2)nc1)N1CCCC1	-1	-1	14	.	-3	-0.2	-7	-4	0.2	-3	-71
COc1cccc(CNc2ccc([N+](=O)[O-])cc2C)c1	-3	-5	-2	-2	-13	1.0	-30	-10	0.0	-4	-30
COc1ccc(C2NC(=O)NC(C)=C2C(=O)OC2CCCCC2)cc1 (stereo unspecified)	.	-24	-7	-11	.	4.1	26	.	-0.5	-5	-3
Cc1ccc(CNS(=O)(=O)c2ccc3oc(C(=O)O)c(C)c3c2)cc1	3	-20	-1	-4	8	0.4	6	.	-0.2	-4	-1
COc1ccccc1N1CCN(C(=S)Nc2ccc(S(=O)(=O)N3CCOCC3)cc2)CC1	2	4	0	-2	30	1.3	21	-15	2.7	-6	0
Cc1ccccc1OCc1nnc2c3cnn(C)c3ncn12	0	-59	-2	.	-96	-0.6	-211	.	0.0	4	-235
CCOC(=O)C1(C(F)(F)F)N=C(c2cccnc2)OC(N2CCCCC2)=N1 (stereo unspecified)	-5	-5	-5	-4	0	-0.1	-6	7	-0.1	-7	6
COC(=O)c1cc(-n2cccc2)ccc1N1CCOCC1	10	-27	0	-5	19	1.5	-5	-2	-0.1	-2	-1

Later entries:
SMILES	NR2E3 ag-1	NR2E3 ag-2	Granule exo inh	CaV13 FRET inh	MITF TRPM1 inh	iPSC survival up	Peg3 prom inh	Vif inh	aDG glyco act	PDI turbidity	HIF-2a block
CCOC(=O)Nc1ccc2c(c1)N(C(=O)CCN(CC)CC)c1ccccc1S2=O (stereo unspecified)	3	4	73*	-17	11	-0.6	58*	-4	-0.2	11	28
COc1ccc(CN2CCC[C@]3(N[C@H](c4ccc(OC)cc4)[C@@H]4C(=O)N(C)C(=O)[C@@H]43)C2=O)cc1	.	5	-3	-10	.	1.1	15	6	0.2	2	-3
CCN(CC)C(=O)C1=C(C)N(Cc2ccc(F)cc2)C(=O)C(CC(=O)NCCCCc2ccccc2)C1 (stereo unspecified)	.	24	4	-6	.	1.6	0	0	0.0	-7	5
COCCN(Cc1cc2cc3c(cc2nc1Cl)OCO3)C(=O)c1ccc(C)cc1	6	9	23	-5	16	1.7	14	-18	1.9	30	18
CN(C)c1nc(N)c2ncc(=S)[nH]c2n1	1	-31	12	-17	-7	-0.7	5	7	1.1	-1	-9
CC(=O)c1c(C)[nH]c(C)c1C(C)=O	7	-3	4	-5	8	2.7	0	3	0.2	0	-16
C=CCSc1nnc(NC(=O)c2cccc(S(=O)(=O)N3CCOCC3)c2)s1	1	-23	0	-4	-3	1.3	5	.	-0.2	-1	6
O=C(Nc1cccc(F)c1)NC1(C(=O)N2CCC(O)CC2)CCCCC1	5	-3	-4	-3	-9	-0.6	22	11	0.0	-6	8
CN1CCC(=O)N([C@H](CSc2ccc(Br)cc2)Cc2ccccc2)CC1	4	23	-5	-9	-9	-3.0	-8	-8	-0.3	-2	-3
N#CCc1nn(Cc2ccc(F)cc2)c(=O)c2ccccc12	2	-6	-2	-6	4	-0.9	26	37	-0.2	0	25
COc1ccc(S(=O)(=O)N2CCN(C(=O)CCNC(=O)c3ccccc3Cl)CC2)cc1	0	-19	0	-5	13	-2.3	15	-5	-0.2	-5	7
COC(CNC(=O)Cc1c(C)nc2c(-c3ccccc3)c(C)nn2c1C)OC	2	-3	0	-4	1	-0.6	0	4	0.5	7	13
CC(NC(=O)C(Cc1ccccc1)n1cccc1)c1ccccc1 (stereo unspecified)	0	-16	5	-11	2	-0.8	8	-3	0.1	-3	14
COc1cccc(-n2cc3c(c2-c2ccccc2)c(=O)n(C)c(=O)n3C)c1	-3	-31	-3	-2	19	-1.1	-4	-4	0.3	-11	-31
COc1ccc(N=C2SC(C(N)=O)CC(=O)N2Cc2ccc3c(c2)OCO3)cc1 (stereo unspecified)	2	-5	-3	-4	0	-0.5	16	11	-0.2	-3	15
O=C1CN(C(=O)CN2CCN(S(=O)(=O)c3ccccc3F)CC2)c2ccccc2N1	.	18	-1	-7	.	0.5	-1	0	0.0	10	6
N#CC1(NC(=O)COC(=O)C2=COCCO2)CCCCC1	3	-26	-2	-6	1	0.3	-8	5	-0.4	6	-2
O=C(O)Cn1c(SCc2cccc3ccccc23)nc2ccccc21	1	6	2	-5	14	1.9	-16	37	0.0	2	-11
Cc1ccc2ccccc2c1CSc1nc(N)nc2c1ncn2CC(C)C	.	21	-10	-6	-7	1.8	0	12	0.5	-6	-4
CC1(C(=O)NS(=O)(=O)Cc2ccccc2C(F)(F)F)CCN1C(=O)Cc1ccccc1 (stereo unspecified)	.	-10	2	-6	.	4.6	-2	6	0.0	-18	11
N#C/C(=C/c1ccc(O)c([N+](=O)[O-])c1)C(=O)Nc1ccccc1	0	-53	4	-5	1	1.6	-2	1	-0.6	-5	-66
O=C(c1ccco1)N1CCN(CC(=O)N2c3ccccc3CCc3ccccc32)CC1	0	2	0	-6	-9	4.9	21	-5	0.3	4	7
C=CCNCCCOc1ccc(Cl)cc1Br	2	-15	5	-5	7	0.4	-32	2	0.9	6	-24
Cc1cc(C)cc(NC(=O)CSc2nnc(NC(=O)C3CC3)s2)c1	4	-35	-4	-7	15	-0.4	-3	4	0.1	7	2
O=C(Nc1ccc2c(c1)OCCO2)Nc1ccc2c(c1)OCO2	6	-155	-3	-6	-17	-5.3	-66	-6	-0.3	-1	-91

Some of these compounds in order of number of heavy atoms, largest number first:
SMILES	NR2E3 ag-1	NR2E3 ag-2	Granule exo inh	CaV13 FRET inh	MITF TRPM1 inh	iPSC survival up	Peg3 prom inh	Vif inh	aDG glyco act	PDI turbidity	HIF-2a block
CCN(CC)C(=O)C1=C(C)N(Cc2ccc(F)cc2)C(=O)C(CC(=O)NCCCCc2ccccc2)C1 (stereo unspecified)	.	24	4	-6	.	1.6	0	0	0.0	-7	5
CCOC(=O)Nc1ccc2c(c1)N(C(=O)CCN(CC)CC)c1ccccc1S2=O (stereo unspecified)	3	4	73*	-17	11	-0.6	58*	-4	-0.2	11	28
CN(C)c1nc(N)c2ncc(=S)[nH]c2n1	1	-31	12	-17	-7	-0.7	5	7	1.1	-1	-9

Following part
SMILES	NR2E3 ag-1	NR2E3 ag-2	Granule exo inh	CaV13 FRET inh	MITF TRPM1 inh	iPSC survival up	Peg3 prom inh	Vif inh	aDG glyco act	PDI turbidity	HIF-2a block
COc1ccccc1/C=C/C1=NC(=C\C=C/c2ccccc2)/C(=O)O1	-2	-20	6	-12	2	-3.0	17	1	-0.3	0	17
CCn1c(C(=O)NC(C)c2ccc3c(c2)OCCO3)cc2sccc21 (stereo unspecified)	1	-3	0	-6	-4	-1.8	1	-7	0.1	1	10
COC(=O)/C(N=Nc1cccc(C(F)(F)F)c1)=C(\C)O	3	11	-1	-5	18	1.0	-12	2	-0.4	5	14
COc1cccc(-c2cc3nc4c(c(NCC(C)(C)CN(C)C)n3n2)CCCC4)c1	-1	-22	12	3	-31	0.2	-106	3	1.2	-3	-94
CCC(C)(CCNC(=O)Cc1ccccc1)c1ccccc1OC (stereo unspecified)	-1	-9	10	-19	-7	0.1	23	-10	0.1	6	9
Cc1noc(C)c1CSc1ccc2ccccc2n1	3	-16	5	-9	-7	2.8	-3	-7	0.0	6	-38
CC1CCCN(c2ccc(N)cc2C(N)=O)C1 (stereo unspecified)	3	0	-1	-4	13	0.1	10	5	-0.3	24	18
NC(=O)[C@@H]1CCCN1Cc1nc(-c2ccccc2)no1	-1	-6	-2	-6	14	-0.3	-3	-4	1.0	3	6
CCC(=O)N1CCCC(C(=O)NCc2ccc(C(C)C)cc2)CC1 (stereo unspecified)	.	4	-2	-6	.	-0.3	7	-2	0.0	-3	4
Cc1cc(C(=O)NP(=O)(N2CC(C)OC(C)C2)N2CC(C)OC(C)C2)c(C)n1C1CC1 (stereo unspecified)	0	16	4	-5	-2	-0.3	13	1	-0.2	3	7
COCOc1cccc(CN2CCC2(C)C(=O)Nc2ccc3c(c2)OCO3)c1 (stereo unspecified)	.	-15	-2	-5	.	0.2	-4	-4	0.0	-7	-37
COc1ccc2c(c1)c(C(=O)CNc1nc(C)cs1)c(C)n2C	-6	2	-1	.	6	-0.1	9	-8	0.4	0	-2
COc1ccc(-n2cnnc2SCC(=O)N2CCN(c3ccccc3)CC2)cc1	0	-3	2	.	-3	-1.8	6	-12	0.0	-6	5
O=C(NCCNc1ccccc1[N+](=O)[O-])c1cc(F)c(F)cc1Cl	4	-85	-10	-1	-65	-0.8	-251	-4	0.1	-5	-246
